FXIa inh: blocks human coagulation factor XIa protease activity; purified FXIa, Boc-Glu-Ala-Arg-AMC fluorogenic substrate; P03951; actives 0.14% (n = 220,000); inhibition, % at 5 µM;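 active = inhibition of at least 40%; inactive = inhibition below 40%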;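 also: fluorescence of freed AMC excited at 355 nm; 0% = enzyme without compound and 100% = no enzyme blank; many of its hits are not listed in these tables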
Target sequence (P03951 19-387 limits assumed): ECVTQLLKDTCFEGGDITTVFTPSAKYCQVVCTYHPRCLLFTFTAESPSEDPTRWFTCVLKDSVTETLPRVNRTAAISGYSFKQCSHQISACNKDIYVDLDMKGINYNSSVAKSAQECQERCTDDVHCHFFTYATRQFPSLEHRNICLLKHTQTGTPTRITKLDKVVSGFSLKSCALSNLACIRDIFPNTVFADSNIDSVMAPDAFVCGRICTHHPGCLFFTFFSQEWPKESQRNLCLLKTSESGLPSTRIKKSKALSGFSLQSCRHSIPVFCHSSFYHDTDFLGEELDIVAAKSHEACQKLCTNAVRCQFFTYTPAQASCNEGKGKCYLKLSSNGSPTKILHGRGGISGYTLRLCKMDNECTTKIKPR
Target sequence (P03951 388-625 limits assumed): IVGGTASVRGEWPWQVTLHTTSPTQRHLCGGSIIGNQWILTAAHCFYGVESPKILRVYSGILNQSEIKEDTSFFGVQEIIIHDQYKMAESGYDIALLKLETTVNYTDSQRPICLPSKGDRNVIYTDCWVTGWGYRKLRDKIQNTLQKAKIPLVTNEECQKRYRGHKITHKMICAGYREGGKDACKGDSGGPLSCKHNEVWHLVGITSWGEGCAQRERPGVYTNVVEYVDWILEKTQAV
TNF necrop inh: TNF-alpha cell death inhibition in Jurkat FADD-/- cells. actives 0.068% (n = 220,000). AID 463075. Jurkat FADD-/- TNF necroptosis rescue, ATP luminescence, 24 h; 0 = TNF only, 100 = no-TNF cells. activation (protection from cell death), % at 10 µM;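 active = activation, meaning protection from cell death, of at least 50% relative to plate controls; inactive = activation below 50%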;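 also: necroptosis triggered by 40 ng/mL TNF-alpha added together with compound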
FXIIa inh: factor XIIa (human) inhibition | P00748 | purified FXIIa, Boc-QGR-AMC fluorogenic substrate, 2 h | inhibition, % at 5 µM | actives 0.3% (n = 220,000) | AID 800; in the data active = inhibition above about 40%;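 also: 0% = enzyme with no compound and 100% = blank without enzyme; many of its hits are not listed in these tables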
thrombin 1536: inhibitors of human thrombin. P00734. alpha-thrombin, Boc-VPR-AMC fluorogenic substrate cleavage. inhibition, % at 5 µM. actives 0.26% (n = 220,000). AID 1046;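 active = inhibition at or above 40%; inactive = inhibition below 40%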;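 also: 0% = enzyme with no compound and 100% = wells without enzyme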
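Test system: human alpha-thrombin; medium: pH 7.5 Tris-saline with Tween 20; times: reaction at room temperature; signal: AMC fluorescence at 355 nm excitation and 460 nm emission; also added: Boc-VPR-AMC substrate, 15 µM final; dosing: one concentration per compound, 5 µM, with 0.2% DMSO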
Hck-Nef inh: inhibitors of human Hck kinase activated by Nef; P08631; Recombinant Hck-YEEI plus Nef, Z-Lyte FRET kinase assay; inhibition, % at 20 µM; actives 0.68% (n = 220,000); AID 463187;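 active = Hck-Nef kinase inhibition above about 50%, limit read from the data; inactive = inhibition below that limit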;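 also: 0% = DMSO with Hck plus Nef and 100% = Hck alone without Nef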
Rad51 HR inh: blocks human Rad51 in homologous recombination. Q06609. inhibition, % at 10 µM. hRad51 DNA strand exchange, fluorescence dequenching. AID 1385. actives 0.085% (n = 200,000);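 active = inhibition above 40% at the single screening dose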;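 also: 0% = DMSO control wells and 100% = blanks with heterologous ssDNA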
Target sequence (Q06609 whole entry, looked up): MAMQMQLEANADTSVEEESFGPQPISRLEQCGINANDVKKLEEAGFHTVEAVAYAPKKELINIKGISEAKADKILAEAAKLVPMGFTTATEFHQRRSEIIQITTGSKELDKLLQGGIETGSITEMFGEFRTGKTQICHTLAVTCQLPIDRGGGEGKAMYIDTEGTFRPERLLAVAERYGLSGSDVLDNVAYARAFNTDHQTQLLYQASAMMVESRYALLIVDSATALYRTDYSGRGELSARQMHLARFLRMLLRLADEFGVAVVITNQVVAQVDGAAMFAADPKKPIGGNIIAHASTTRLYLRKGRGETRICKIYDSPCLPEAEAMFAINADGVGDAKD
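System: hRad51 filaments on single-stranded DNA; reagent: Fluorescein- and BHQ1-tagged 47-mer duplex; compound dosing: one concentration, 10 µM final; timing: filaments 15 min 37 °C, then compound 30 min; measured by: fluorescein emission 520 nm, excitation 485 nm; benchmarks: per-plate controls and blanks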
Cl transport mod: KCC2 (human) Cl- transport modulation; B-score of Tl+ flux slope (higher = more flux/activation; lower = inhibition) at 10 µM; actives 2.2% (n = 190,000); KCC2 cells, thallium flux FluoZin-2 fluorescence; Q9H2X9;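 active = thallium flux slope and its plate-corrected score both differing from the plate sample mean at a set confidence after two filtering rounds, in either direction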;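 also: slope of fluorescence scaled to starting intensity during 10 to 20 s after thallium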
hK5 inh: blocks human kallikrein 5 protease activity | Q9Y337 | recombinant hK5, fluorogenic AMC substrate cleavage | inhibition, % at 5 µM | actives 0.59% (n = 210,000) | AID 873;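 active = inhibition of 40% or more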;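 also: 0% = enzyme controls without compound and 100% = no-enzyme blanks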
L929 necroptosis: L929 zVAD cell death inhibition. viability rescue, % at 10 µM. L929 zVAD necroptosis rescue, ATP luminescence, 24 h; with zVAD 60 µM. actives 0.38% (n = 220,000);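 active = activation, scaled between plate controls, above about 75%, limit read from the data; inactive = activation under that limit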;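 also: 0% = zVAD with DMSO and 100% = DMSO alone without zVAD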
An asterisk follows results filed as active; nt = not tested or not shown. These rows are one share of the data. The share of hits here may be higher or lower than overall.

SMILES	FXIa inh	TNF necrop inh	FXIIa inh	thrombin 1536	Hck-Nef inh	Rad51 HR inh	Cl transport mod	hK5 inh	L929 necroptosis
Clc1ccc(OCCCc2nc(-c3cccnc3)no2)c(Cl)c1	5	-0.2	11	-4	1	-9	-0.74	-5	0.3
CC1=NNC(=O)C1CCC(=O)N/N=C\c1cccc(Cl)c1 (stereo not drawn)	-1	0.1	6	4	29	-8	-0.29	-4	0.9
CCCCCCCOc1ccc(OC(=O)c2cccnc2)cc1	1	-12	15	1	1	-23	nt	-15	0.1
CCCc1nc2c(c(=O)c3ccccc3n2C)c(=O)n1-c1ccc(F)cc1	4	0.1	6	-1	5	14	-1.2	-10	1.0
Cc1cc(C(=O)CSc2nnc(N)s2)c(C)n1CCc1ccc(Cl)cc1	8	-4.6	17	-6	7	2	nt	-13	-0.1
CCC(CC)NC(=O)COC(=O)c1ccc(OCC(=O)Nc2ccccc2OC)c(OC)c1	12	2.7	16	3	13	1	-0.017	2	2.1
CS(=O)(=O)CCSc1ncccc1C(=O)NCc1cccs1	2	0.9	8	-5	7	12	nt	-1	-0.2
Fc1ccc(Oc2nccc(-c3ccc(Cl)cc3)n2)cc1	4	-4.2	18	-10	1	5	0.8	-13	0.1
COc1ccc(/C=N/NC(=O)C(=O)NCc2cccnc2)cc1	3	-0.8	8	6	17	4	-0.47	6	-0.4
Cc1c(C(=O)Nc2ccccc2)oc2c1C(=O)CC(C)(C)C2	4	-1.8	4	-6	1	nt	0.15	6	0.1
COc1ccc(C2Sc3nncn3N2Cc2ccc(C#N)cc2)cc1 (stereo not drawn)	-1	-1.9	12	-2	-2	-2	nt	-15	-0.3
O=C(Nc1ccc(C(O)(C(F)(F)F)C(F)(F)F)cc1)c1ccc(Cl)c([N+](=O)[O-])c1	4	-1.0	10	0	2	9	-0.15	4	3.1
COc1ccc(N2CCN(/C(=N\S(=O)(=O)c3ccccc3)Nc3nc(C)cc(C)n3)CC2)cc1	-4	-1.5	7	-2	0	1	-0.01	-1	-1.3
O=C(Cc1ccccc1)Nc1ccc2c(c1)C(=O)N(CC1CCCO1)C2=O (stereo not drawn)	-1	0.0	8	-6	-8	nt	0.0074	nt	-0.9
CCn1c(-c2nn(C)c(C)c2Cl)n[nH]c1=S	3	-1.3	12	2	1	-1	-0.036	-4	-0.3
O=C(c1ccc(N2CCOCC2)nc1)N1CCOCC1	1	-2.3	7	-5	2	-6	0.18	2	0.0
COc1ccc(C(NC(=O)/C=C\c2ccco2)c2ccc(OC)c(OC)c2)cc1 (stereo not drawn)	-6	-1.3	3	-1	-1	2	0.76	-34	-0.6
O=C(CCc1nnc(Cc2ccc3c(c2)OCO3)o1)NC(c1ccccn1)C(F)(F)F (stereo not drawn)	-4	0.1	3	-19	10	-4	0.21	-5	1.6
COc1ccc(Br)cc1C1SCCN1S(C)(=O)=O (stereo not drawn)	-5	-1.0	1	-2	-1	-5	nt	4	-0.3
COc1ccc(NC(=O)CN2C(=O)C(C)SC(C)C2=O)cc1 (stereo not drawn)	-7	1.2	-1	-13	0	3	-0.32	-2	0.8
CC(C)(C)c1ccc(/C=C/C(=O)N2CCN(c3ncccn3)CC2)cc1	0	0.6	4	-7	1	3	-0.73	-4	2.6
Cc1nc2cc(-c3ccccc3)nn2c(C)c1CCC(=O)N1CCN(c2ccccc2)CC1	7	-3.3	13	-3	1	-3	-1.7	-31	0.3
Cc1ccc(N2C(=O)N(CC(=O)c3cc(C)ccc3C)C(=O)C2C)cc1 (stereo not drawn)	6	1.8	3	-5	-1	4	-0.71	-7	1.2
CCOC(=O)C1=C(C)N=C2SC(C(=O)OC)=CC(=O)N2C1c1ccc(F)cc1 (stereo not drawn)	-7	-16	1	-5	0	2	0.076	14	0.0
CCCNC(=O)COC(=O)/C=C/c1cccc(F)c1	3	1.5	5	nt	21	2	-0.02	1	1.3
O=C(NCCN1CCOCC1)N1c2ccccc2Sc2ccccc21	-1	-3.7	16	5	1	-4	0.74	6	-0.3
Cc1nn2c(C)nc3sc4c(c3c2nc1=O)CC(C)(C)OC4	-1	-0.6	5	-5	4	-3	nt	-15	0.0
COc1cccc(N/C=C/C(=O)c2ccc(Cl)cc2)c1	-3	1.2	1	-11	-2	6	-1.2	-12	0.2
CCN(CC)S(=O)(=O)c1ccc2c(c1)c(=O)c(C(=O)NCc1ccc3c(c1)OCO3)cn2C	7	-1.4	14	64*	6	nt	-1.5	-3	nt
CCOC(=O)C1=C(C)N(CCO)C(=O)NC1c1ccccc1 (stereo not drawn)	-2	1.7	3	-2	-4	nt	-0.96	5	0.6
COC(=O)c1[nH]nc2c1C(=O)N(C1CCCCC1)C2=O	4	-4.4	11	2	4	-10	0.18	-19	-0.1
CSc1sc(C(=O)OC(C)C)c2c1C(=O)CC(C)(C)C2	-10	-0.9	7	-3	7	-3	-1.6	-5	-1.1
Cc1cccc(/C(N)=N/OC(=O)c2cccnc2)c1	-2	-0.5	7	-12	19	1	1	-1	-1.2
Cc1cc(C)n2c(SCC(=O)Nc3ccc(F)cc3F)nnc2n1	-5	0.7	1	-14	19	10	0.09	-2	2.4
COc1ccc(-n2nnc3c(=O)n(CC(=O)N4CCCC4)cnc32)cc1	-8	-0.7	1	-6	0	-1	nt	-6	0.4
Cc1nn(C)c(C)c1NC(=O)CN1CCC(O)(c2ccc3c(c2)OCO3)CC1	-3	-1.4	12	9	0	6	0.094	34	-0.1
NC(=O)/C(=C/c1ccco1)NC(=O)c1ccc(Br)o1	nt	-1.5	nt	nt	-1	-2	-1.4	nt	-0.1
O=S(=O)(c1cccc(S(=O)(=O)N2CCCC2)c1)c1cccc(S(=O)(=O)N2CCCC2)c1	2	-2.0	16	-9	3	-5	0.0093	-27	-0.5
Cc1ccc(OCCCCN2CCC(C)CC2)c(Br)c1	8	0.2	8	-8	3	6	-0.037	-1	-0.8
COc1ccccc1-c1nc(C#N)c(N2CCN(c3ccccc3)CC2)o1	-3	-0.9	-4	-5	1	7	-0.59	6	0.5

Three entries out of the list above, sorted by the number in Hck-Nef inh, smallest number first.
SMILES | FXIa inh | FXIIa inh | thrombin 1536 | Hck-Nef inh | Rad51 HR inh | Cl transport mod | hK5 inh
COc1cccc(N/C=C/C(=O)c2ccc(Cl)cc2)c1 | -3 | 1 | -11 | -2 | 6 | -1.2 | -12
COc1ccc(-n2nnc3c(=O)n(CC(=O)N4CCCC4)cnc32)cc1 | -8 | 1 | -6 | 0 | -1 | nt | -6
Cc1nc2cc(-c3ccccc3)nn2c(C)c1CCC(=O)N1CCN(c2ccccc2)CC1 | 7 | 13 | -3 | 1 | -3 | -1.7 | -31

(more compounds)
SMILES	FXIa inh	TNF necrop inh	FXIIa inh	thrombin 1536	Hck-Nef inh	Rad51 HR inh	Cl transport mod	hK5 inh	L929 necroptosis
Fc1ccc(-c2nnc3ccc(N4CCc5ccccc5C4)nn23)cc1	9	-6.2	20	-6	12	-6	nt	0	4.4
COc1ccc(CN2CCn3nc(C(=O)NC(C)C)cc3C2=O)cc1	-5	-0.3	4	0	5	24	1.2	-11	-0.1
C=CCc1ccccc1OCC(O)CN1CCN(c2ccccc2F)CC1 (stereo not drawn)	1	-2.9	-1	1	0	nt	-2.6	-4	-0.1
Cc1cccc(N2CCN(CC(=O)Nc3ccccc3[N+](=O)[O-])CC2)c1C	3	-6.3	10	5	0	8	5.1e-05	6	0.3
COc1cc(OC)cc(C(=O)N[C@H](C(=O)Nc2ccc(S(=O)(=O)N(C)C)cc2)C(C)C)c1	3	3.0	10	-1	2	nt	-2	nt	0.6
Cc1cccc2cc(CN(C(=S)NCC(C)C)C3CCCC3)c(=O)[nH]c12	5	2.4	10	-3	9	2	-0.02	-6	-1.0
O=C(CP(=O)(c1ccccc1)c1ccccc1)Nn1cnnc1	2	0.1	13	4	8	12	nt	-2	1.4
Cn1c(=S)[nH]c2ccccc21	-12	-0.4	-2	-5	2	-3	nt	-1	0.4
NC(=O)C1CCCN(C(=S)NCc2ccc3c(c2)OCO3)C1 (stereo not drawn)	1	-1.3	8	-4	27	-1	0.25	7	-1.3
COC(=O)c1ccc(NC(=O)C2CCN(S(C)(=O)=O)CC2)cc1	6	-1.2	16	1	4	3	-0.45	-13	1.4
NS(=O)(=O)c1ccc(NC(=O)C(=O)NCCC(=O)O)cc1	-4	2.1	7	-4	-4	14	0.01	14	0.3
CCCCC(=O)NC(Nc1ccc(C)cn1)(C(=O)OCC)C(F)(F)F (stereo not drawn)	-8	-0.5	-12	-2	1	3	0.45	-1	0.0
CCOC(=O)Cn1cc(/C=C/[N+](=O)[O-])c2ccccc21	1	-1.8	9	5	38	20	1	-3	-2.3
CCNC(=S)NCc1ccco1	-10	2.0	-4	3	-2	-8	2.3	-13	1.6
Oc1ccc2ccccc2c1/C=N/Nc1ccccc1	0	-2.4	5	1	3	0	-0.077	-4	-0.2
O=C1C(=O)N(CCCn2ccnc2)C(c2cccnc2)/C1=C(/O)c1ccccc1 (stereo not drawn)	nt	0.4	nt	nt	0	nt	-0.15	nt	0.7

15 structures from above, ordered by formula weight, ascending:
SMILES	FXIa inh	TNF necrop inh	FXIIa inh	thrombin 1536	Hck-Nef inh	Rad51 HR inh	Cl transport mod	hK5 inh	L929 necroptosis
Cn1c(=S)[nH]c2ccccc21	-12	-0.4	-2	-5	2	-3	nt	-1	0.4
CCNC(=S)NCc1ccco1	-10	2.0	-4	3	-2	-8	2.3	-13	1.6
Oc1ccc2ccccc2c1/C=N/Nc1ccccc1	0	-2.4	5	1	3	0	-0.077	-4	-0.2
CCOC(=O)Cn1cc(/C=C/[N+](=O)[O-])c2ccccc21	1	-1.8	9	5	38	20	1	-3	-2.3
NS(=O)(=O)c1ccc(NC(=O)C(=O)NCCC(=O)O)cc1	-4	2.1	7	-4	-4	14	0.01	14	0.3
NC(=O)C1CCCN(C(=S)NCc2ccc3c(c2)OCO3)C1 (stereo not drawn)	1	-1.3	8	-4	27	-1	0.25	7	-1.3
O=C(CP(=O)(c1ccccc1)c1ccccc1)Nn1cnnc1	2	0.1	13	4	8	12	nt	-2	1.4
Cc1ccc(OCCCCN2CCC(C)CC2)c(Br)c1	8	0.2	8	-8	3	6	-0.037	-1	-0.8
COc1ccc(CN2CCn3nc(C(=O)NC(C)C)cc3C2=O)cc1	-5	-0.3	4	0	5	24	1.2	-11	-0.1
Fc1ccc(-c2nnc3ccc(N4CCc5ccccc5C4)nn23)cc1	9	-6.2	20	-6	12	-6	nt	0	4.4
COc1ccccc1-c1nc(C#N)c(N2CCN(c3ccccc3)CC2)o1	-3	-0.9	-4	-5	1	7	-0.59	6	0.5
Cc1cccc(N2CCN(CC(=O)Nc3ccccc3[N+](=O)[O-])CC2)c1C	3	-6.3	10	5	0	8	5.1e-05	6	0.3
C=CCc1ccccc1OCC(O)CN1CCN(c2ccccc2F)CC1 (stereo not drawn)	1	-2.9	-1	1	0	nt	-2.6	-4	-0.1
Cc1cccc2cc(CN(C(=S)NCC(C)C)C3CCCC3)c(=O)[nH]c12	5	2.4	10	-3	9	2	-0.02	-6	-1.0
COc1cc(OC)cc(C(=O)N[C@H](C(=O)Nc2ccc(S(=O)(=O)N(C)C)cc2)C(C)C)c1	3	3.0	10	-1	2	nt	-2	nt	0.6

Source: PubChem (several laboratories)
